# APJ ag – agonists of human APJ apelin receptor | AID 2520 | CHO-K1 APJ PathHunter beta-arrestin, luminescence; 0% DMSO wells, 100% apelin | P35414 | hit rate 0.11% among 330,000 | activation, % at 20 µM;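 active = activation more than six SD over the plate average, tested at 20 µM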;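 also: 0% = DMSO alone and 100% = apelin-13 at 10 nM; some results filed as inactive read as strong as hits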
#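 system = engineered CHO-K1 APJ arrestin reporter cells | input = 1000 cells per well | timing = overnight seeding, 90 min compound at 25 °C, 1 h detection | measured by = enzyme-fragment complementation luminescence | read-out = beta-arrestin recruitment to APJ as agonist activity, luminescent signal | control set = negative DMSO alone, positive Apelin-13 at 10 nM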
# APJ antag – APJ receptor antagonism; P35414; CHO-K1 APJ beta-arrestin complementation, luminescence; inhibition, % at 20 µM; hit rate 0.32% among 330,000;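 active = inhibition above about 40% at 20 µM, limit read from the data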;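 also: cells challenged with 10 nM apelin-13 agonist together with compound; plate controls were apelin-13 plus DMSO wells for no effect and DMSO wells lacking apelin-13 for full effect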
# UPR CHOP act – apoptotic UPR (CHOP) activation; CHO-CHOP luciferase reporter, luminescence; percent of tunicamycin response over DMSO baseline; activation, % at 10 µM; hit rate 0.34% among 330,000; AID 449763;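 active = at 10 µM dose, activation of 40% or more, normalized to positive control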;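 also: 100% = tunicamycin at 10 µg/mL and 0% = DMSO alone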
#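 Assay system: CHO-CHOP cells, stable luciferase reporter of PERK-eIF2a-CHOP signalling / Buffer or medium: F12 plus 10% serum / Compound dosing: one dose, 10 µM in 0.5% DMSO / Times: 6 h compound treatment, 37 °C / Technique: luciferase luminescence / Read-out: % reporter activation, DMSO baseline versus tunicamycin full activation / Benchmarks: tunicamycin and DMSO controls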
# Jurkat NFkB inh – lowers PMA/ionomycin-induced NF-kB signal in Jurkat cells. PMA/ionomycin-induced NF-kB luciferase reporter, luminescence. inhibition, % at 4 µM. hit rate 0.53% among 330,000. AID 435003; in the data active = inhibition above about 50%
# tim23-1 inh – inhibits growth of tim23-1 mutant yeast; inhibition, % at 20 µM; hit rate 1.3% among 330,000; S. cerevisiae tim23-1 growth, BacTiter-Glo luminescence, 24 h; AID 463212;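 active = growth inhibition of the mutant yeast at or above 50%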;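 also: temperature-sensitive mutant grown at 25 °C; plate controls were DMSO-treated mutant yeast for no effect and medium wells lacking yeast for full effect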
# UPR XBP1 act – activators of adaptive arm of unfolded protein response (XBP1) | hit rate 0.33% among 330,000 | CHO-XBP1 luciferase reporter, IRE1-XBP1 UPR activation, luminescence; percent of tunicamycin response, DMSO as zero | activation, % at 20 µM;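 active = versus positive control, 20 µM dose yields 30% or more activation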;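 also: 100% = tunicamycin at 10 µg/mL and 0% = DMSO only wells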
#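 Signal: luciferase luminescence; Assay system: CHO-XBP1 luciferase reporter cells; Amount: one thousand reporter cells per well; Dosing: 20 µM single concentration, DMSO 1%; Benchmarks: high control tunicamycin 10 µg/mL final, low control DMSO vehicle only; Schedule: 6 h compound exposure at 37 °C, 5% CO2; Evaluation: percent activation relative to tunicamycin reference.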
# 697 NFkB inh – lowers PMA/ionomycin-induced NF-kB signal in 697 B cells; AID 435022; inhibition, % at 4 µM; 697 B-cell NF-kB luciferase reporter, 16 h; hit rate 0.33% among 330,000; in the data active = inhibition above about 35%
# Mdm2 MdmX PPI – disrupts the human Mdm2-MdmX interaction; O15151+Q00987; SaOS-2 split-luciferase Mdm2/MdmX complementation, luminescence; inhibition, % at 8 µM; hit rate 3% among 330,000; AID 485346;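 active = inhibition of at least 50% at 8 µM in the primary screen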
# Target sequence (O15151 whole entry, looked up): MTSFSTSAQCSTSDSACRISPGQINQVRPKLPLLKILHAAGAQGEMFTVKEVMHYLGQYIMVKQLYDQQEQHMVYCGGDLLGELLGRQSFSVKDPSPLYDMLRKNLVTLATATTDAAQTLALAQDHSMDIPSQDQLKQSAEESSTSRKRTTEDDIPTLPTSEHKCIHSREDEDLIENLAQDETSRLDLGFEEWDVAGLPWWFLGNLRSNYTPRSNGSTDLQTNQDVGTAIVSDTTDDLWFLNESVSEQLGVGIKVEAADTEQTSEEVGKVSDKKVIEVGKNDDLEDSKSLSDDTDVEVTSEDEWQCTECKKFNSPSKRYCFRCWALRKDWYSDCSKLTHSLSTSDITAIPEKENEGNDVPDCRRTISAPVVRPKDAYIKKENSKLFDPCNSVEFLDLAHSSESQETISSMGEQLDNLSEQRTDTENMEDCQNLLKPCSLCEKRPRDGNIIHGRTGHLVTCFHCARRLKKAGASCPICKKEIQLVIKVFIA
# Target sequence (Q00987 whole entry, looked up): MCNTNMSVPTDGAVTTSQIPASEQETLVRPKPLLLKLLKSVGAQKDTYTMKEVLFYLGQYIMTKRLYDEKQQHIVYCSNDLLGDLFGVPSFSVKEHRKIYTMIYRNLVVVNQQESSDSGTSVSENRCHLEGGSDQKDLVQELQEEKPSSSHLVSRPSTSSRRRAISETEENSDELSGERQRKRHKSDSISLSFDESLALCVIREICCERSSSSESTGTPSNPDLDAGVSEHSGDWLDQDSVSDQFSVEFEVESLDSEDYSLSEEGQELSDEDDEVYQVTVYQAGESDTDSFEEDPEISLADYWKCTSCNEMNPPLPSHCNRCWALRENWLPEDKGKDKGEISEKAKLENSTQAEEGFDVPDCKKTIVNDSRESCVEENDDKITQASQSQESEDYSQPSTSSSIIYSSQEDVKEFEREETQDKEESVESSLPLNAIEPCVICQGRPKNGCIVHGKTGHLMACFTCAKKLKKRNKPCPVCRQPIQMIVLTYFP
# An asterisk follows results filed as active.
SMILES,APJ ag,APJ antag,UPR CHOP act,Jurkat NFkB inh,tim23-1 inh,UPR XBP1 act,697 NFkB inh,Mdm2 MdmX PPI
Cc1ccc(S(=O)(=O)N2CCN(C(=O)CN3C(=O)c4ccccc4C3=O)CC2)c(C)c1,1,-17,1.9,-1,-5,-2,10,12
Cc1cc(C)n2c(SCC#N)nnc2n1,-2,9,1.4,-3,12,0,16,-11
COC(=O)C1=C(C(=O)OC)[C@@H]2N(Cc3ccccc3)c3ccccc3[C@@]23C[C@@H](C(=O)OC)N(C(=O)NC2CCCCC2)C3=N1,5,22,1.6,7,6,-1,12,8
CCOc1cnn(Cc2ccccc2)c(=O)c1SCc1ccccc1,-1,8,2.6,-9,29,-2,-19,-13
Cc1ccc(CC(=O)N(Cc2ccccc2)c2ccccn2)cc1,-4,21,-3.6,2,13,-3,7,0
Cc1cc(C)nc(NC2=NCCN2C(=O)NC2CCCCC2)n1,0,18,-1.1,5,22,1,-4,0
C#CCNC(=O)C1=C[C@H](c2ccc3c(c2)OCO3)C[C@H](OCc2ccc(CO)cc2)O1,-4,-66,1.8,9,2,1,24,15
Cc1cc(Cl)nc2c(C(C)C)cccc12,-2,5,-2.3,-3,3,-2,-3,6
Cc1ccc2c(n1)sc1c(N)ncnc12,2,2,-2.1,-13,5,4,13,-2
COc1ccc(CC2(CO)CCN(Cc3c(C)nn(C(C)C)c3C)CC2)cc1,-2,1,2.0,-6,1,1,-3,-10
CCc1ccc(OCCCC(=O)NCc2ccccc2)cc1,-3,10,-0.7,5,15,-3,19,19
COc1ccc(NC(=O)c2cc(C)nc3ccccc23)cc1S(=O)(=O)Nc1ccccc1Cl,1,-12,2.1,2,-13,-1,8,16
CCCCN(CC)CCNC(=O)c1cn(C)c(=O)c2c1c1ccccc1n2C,-6,11,0.0,-8,0,-3,0,14
COc1cccc2cc(C(=O)N(Cc3ccccc3)CC3CCCO3)c(=O)oc12 (centres undefined),0,7,0.5,-4,36,-1,-2,-21
Cc1ccc(N2C(=O)CC(Cn3nc(C)cc3C)C2=O)cc1 (centres undefined),0,12,-1.0,4,5,0,5,25
O=C(N/N=C/C1CCCCC1)c1ccccc1-n1cccc1,0,17,-0.9,7,7,3,15,4
Cc1c(C(=O)NCCC2=CCCCC2)cccc1[N+](=O)[O-],-3,3,2.6,-41,6,2,-44,-8
CC1=NN(C(=O)c2ccccc2Cl)C(O)(c2cccnc2)C1 (centres undefined),-4,8,-0.8,3,-3,-3,25,20
CC1CCCC/C1=N\Nc1ccc(S(N)(=O)=O)cc1[N+](=O)[O-] (centres undefined),0,5,1.3,-2,25,1,-16,-9
O=C(NC1CC1)C1=C[C@@H](c2ccc3c(c2)OCO3)C[C@@H](OCc2ccc(CO)cc2)O1,-3,5,0.6,4,25,0,-1,-11
NS(=O)(=O)c1ccc(NC(=O)COc2ccc(Cl)cc2)cc1,2,2,-1.3,-3,4,-5,-30,-9
CC(OC(=O)C1CC1)C(=O)Nc1ncc(Cl)cc1Cl (centres undefined),-3,4,1.6,9,3,-1,10,13
CC(/C=C/c1ccc(N(C)C)cc1)=N/N=C1/NC(=O)CC(C(=O)Nc2ccc(Cl)cc2)S1 (centres undefined),-2,7,1.3,-1,18,-1,15,-13
O=C(Nc1cc(C(F)(F)F)ccc1N1CCOCC1)C1=COCCO1,5,5,1.0,-12,6,-2,-14,-32
CCCC(=O)Nc1ccc(NC(=O)c2ccccn2)cn1,1,10,0.8,-52,26,-1,-20,-51

# The list goes on, overlapping the part above by four compounds.
SMILES,APJ ag,APJ antag,UPR CHOP act,Jurkat NFkB inh,tim23-1 inh,UPR XBP1 act,697 NFkB inh,Mdm2 MdmX PPI
CC(OC(=O)C1CC1)C(=O)Nc1ncc(Cl)cc1Cl (centres undefined),-3,4,1.6,9,3,-1,10,13
CC(/C=C/c1ccc(N(C)C)cc1)=N/N=C1/NC(=O)CC(C(=O)Nc2ccc(Cl)cc2)S1 (centres undefined),-2,7,1.3,-1,18,-1,15,-13
O=C(Nc1cc(C(F)(F)F)ccc1N1CCOCC1)C1=COCCO1,5,5,1.0,-12,6,-2,-14,-32
CCCC(=O)Nc1ccc(NC(=O)c2ccccn2)cn1,1,10,0.8,-52,26,-1,-20,-51
N#Cc1sc2nc(-c3cccs3)cc(-c3ccccc3)c2c1N,-2,-7,-1.0,-7,20,0,22,17
Cc1cc(C)cc(NC(=O)c2ccccc2NC(=O)CCC(=O)O)c1,-2,0,-0.2,-15,15,-2,8,-23
O=C(NCCCO)C(=O)NCCc1ccc(Cl)cc1,0,3,-0.7,7,-6,-2,11,18
O=C(Nc1ccc(C(=O)N2CCCCC2)cc1)c1ccccc1Cl,1,9,1.8,-1,12,-5,6,8
Cc1nn(CC(=O)NNC(=S)NCC2CCCO2)c(C)c1Br (centres undefined),7,23,1.1,-19,11,1,-49,0
Cc1ccc(C)c(NC(=O)CN(C)C(=O)c2cc3c(s2)CCCCC3)c1,-1,17,-1.7,3,-8,-1,-10,0
O=C(Nc1cnn(Cc2ccc(Cl)cc2)c1)c1cnccn1,2,-8,1.6,1,19,-1,-2,-22
CC(=O)c1ccc(NC(=O)COC(=O)C2CC3C=CC2C3)cc1 (centres undefined),-3,3,4.0,-22,2,2,14,18
COC(=O)C1=C(C(=O)OC)[C@@H]2N(C)c3ccc(OC)cc3[C@@]23C[C@@H](C(=O)OC)N=C3N1,1,27,1.2,5,0,2,7,16
COc1ccccc1NC1=NC2(CCCC2)N=C(N)N1,-1,-3,1.8,33,13,0,3,18
COCCNC(=O)c1ccc(NC(C)=O)cc1,-4,-2,-1.0,7,-1,1,-1,-1
Nc1ccc(S(=O)(=O)NNC(=O)C(=O)NNc2ccccn2)cc1,-2,-16,-1.3,7,5,3,14,-11
Cc1ccc(-n2cnc(N)c2C(=O)c2cccc([N+](=O)[O-])c2)cc1,-2,5,-0.4,13,11,-3,-7,21
CCC(=O)N(Cc1ccco1)c1nc(-c2ccccc2)cs1,-4,8,-1.7,-3,3,-1,13,11
Clc1ccc(SCCCN2CCCCC2)cc1,-2,3,1.7,-2,-3,2,-4,18
Cn1nc(C(F)(F)F)c2cc(C(=O)Nc3ccc(F)cc3)sc21,6,10,1.6,-2,-6,1,11,10
COCCN(CCOC)S(=O)(=O)c1ccc(C(=O)Nc2nc(-c3ccncc3)cs2)cc1,1,-4,-1.8,9,23,1,5,28
CCCOC(=O)Nc1ccc(C(N)=O)cc1,-2,16,3.6,-3,24,7,7,23
CC(C)=CCN1CCN(Cc2ccc3nsnc3c2)CC1CCO (centres undefined),-5,-15,-0.1,1,-5,-2,-2,4
OCC[C@@H]1C[C@H](O)[C@@H](O)[C@@]2(Cc3ccccc3CO2)O1,3,-2,-0.3,1,1,-1,5,-25
CSc1ccccc1NC(=O)COC(=O)CCC(=O)c1ccc(F)cc1,0,17,-1.0,-8,-3,-2,10,-2
NC(=O)CN1C(=O)C(O)(CC(=O)/C=C\C=C\c2ccccc2)c2ccccc21 (centres undefined),-1,-9,1.5,10,16,0,-9,-28
O=C1C(NS(=O)(=O)c2ccc(Cl)cc2)=C(N2CCCCC2)C(=O)c2ccccc21,3,-28,0.8,-10,42,-3,26,14
COCCNC(=O)C(c1cccs1)N(CCc1ccccc1)C(=O)Cn1nnc2ccccc21 (centres undefined),-2,9,-1.1,-8,11,-1,5,3
Cn1c(=O)n(Cc2ccc(Cl)cc2)c2ccccc21,-6,-2,-1.2,7,33,-1,22,14
# (continued)
SMILES,APJ ag,APJ antag,UPR CHOP act,Jurkat NFkB inh,tim23-1 inh,UPR XBP1 act,697 NFkB inh,Mdm2 MdmX PPI
COc1cc2c(cc1OC)CN(CC(=O)Nc1ccc(Cl)c(S(=O)(=O)N(C)C)c1)CC2,-3,5,-1.3,14,12,-2,13,6
CCN(CC)C(=O)CSc1nc2ncc(Br)cc2[nH]1,-5,2,3.4,6,5,-2,8,-4
Cc1cccc(NS(=O)(=O)c2c(C)noc2C)c1,-3,6,-0.8,4,1,-3,-4,-22
Cc1cc(=O)n2[nH]c(NCc3c(F)cccc3Cl)nc2n1,-2,-16,0.7,-5,6,3,-2,34
O=c1c2ccccc2ncn1CCCCOc1ccc(Br)cc1,-4,1,2.3,7,5,-2,-6,13
COc1ccc(O)c(C(=O)c2cc(C#N)c(=O)n(-c3ccc(Cl)cc3)c2)c1,3,-40,0.1,1,-14,0,-4,9
Cc1cc(=O)[nH]c(SCC(=O)Nc2ccc(Br)cc2)n1,-3,6,-1.6,-4,6,-1,6,-16
COC(=O)c1cc2occc2n1Cc1nc(-c2ccccc2Cl)oc1C,-1,19,-1.4,4,-6,-1,8,17
O=C(Nc1nonc1-c1ccc(Cl)cc1)c1ccccc1,-2,8,0.4,12,30,-2,10,26
CCOCCCNC(=S)N1CCC(C(=O)c2ccc(C)cc2)CC1,-1,-1,0.7,1,19,-2,-9,-9
Cc1cccc(C)c1NC(=O)CSc1ccc([N+](=O)[O-])cn1,-2,-2,0.3,11,15,0,16,7
CC(=O)c1cnc(-c2ccccc2Cl)s1,-4,9,4.1,-15,20,0,-11,20
Cc1cccc(N2CCN(C(=O)c3cccc(S(=O)(=O)N4CCc5ccccc5C4)c3)CC2C)c1 (centres undefined),2,-7,3.2,5,16,-1,-24,25
CCCNC(=O)CCn1cc(-c2ccc(OC)cc2)nc1CCN,-2,15,-1.1,11,-12,-2,5,14
CCN(CC)c1ccc(N)cc1,0,-4,18,12,10,8,-5,80*
Cc1cccc(OCC(=O)NC(=S)Nc2ccccc2N2CCOCC2)c1,-2,13,-1.2,10,-8,2,-15,20
Cc1nc([N+](=O)[O-])c(C(=O)OCc2ccccc2Br)n1C,-3,6,-0.3,-1,13,5,-10,7
Oc1ccc(Nc2nc(-c3ccc4ccccc4c3)cs2)cc1,1,-23,63*,-43,43,17,9,-88
NC(=O)c1ccsc1N,-3,14,-1.0,9,-2,-3,2,13
O=c1ccc(-c2ccc(S(=O)(=O)N3CCN(c4ccccc4)CC3)o2)n[nH]1,-2,-22,0.0,3,1,-1,-15,25
CC(=O)Nc1ccc(S(=O)(=O)N(C)CC(=O)N/N=C/c2cccs2)cc1,0,15,-0.4,-21,27,0,-2,4
CC(C)(C)NS(=O)(=O)c1ccc(NS(=O)(=O)c2ccc(F)cc2)cc1,-3,-3,-2.9,-11,6,-7,4,-6
CCOC(=O)c1[nH]c2ccc(OC)cc2c1NS(=O)(=O)c1ccc(OC)cc1OC,-3,-2,-0.9,-6,25,-2,-6,5
Cc1cc(C)c2c(N)c(C(=O)NN)sc2n1,-3,-25,-0.8,4,-13,0,17,20
O=C(N/N=C/c1ccsc1)C1CC1,-2,-17,0.6,3,-1,9,24,14
O=C(Nc1ccc(F)cc1)C1CCN(S(=O)(=O)c2cccs2)CC1,-3,17,0.2,15,7,3,8,16
NS(=O)(=O)c1ccc(CCNC(=O)C2CCN(S(=O)(=O)c3ccc(Br)s3)CC2)cc1,-2,2,0.1,10,14,-1,9,-1
COc1cc(C(=O)NCCC2=CCCCC2)cc(OC)c1OC,1,6,0.8,-4,18,-1,-6,26

# Entries listed so far that have a CF3 group (two):
SMILES,APJ ag,APJ antag,UPR CHOP act,Jurkat NFkB inh,tim23-1 inh,UPR XBP1 act,697 NFkB inh,Mdm2 MdmX PPI
O=C(Nc1cc(C(F)(F)F)ccc1N1CCOCC1)C1=COCCO1,5,5,1.0,-12,6,-2,-14,-32
Cn1nc(C(F)(F)F)c2cc(C(=O)Nc3ccc(F)cc3)sc21,6,10,1.6,-2,-6,1,11,10

# Screens: PubChem, Sanford-Burnham Center for Chemical Genomics
